HEK293 viab: cell viability loss counter-screen; HEK-293-SNCA-luc viability, GF-AFC fluorescence, 24 h; Potency, µM (series often up to 57.1 µM), without a hit: top-dose activity change, negative = cytotoxicity, actives largely listed as cytotoxic; 150,000 tested, 0.12% active; AID 1671193;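 further: potency means the concentration at half of the fitted maximal effect; 0% = DMSO-treated cells and -100% = medium-only wells without cells; nearly all actives have a fitted effect of over 30% in size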
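HEK-293-SNCA-luc cells (1500/well) plated 24 h, then exposed 24 h to a dilution series; GF-AFC added 30 min at 37C, fluorescence 405/540 nm; normalised to medium-only and DMSO wells, Hill fit.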
NIH3T3 tox: NIH 3T3 cell cytotoxicity; NIH 3T3 viability, CellTiter-Glo ATP luminescence, 48-72 h; Potency, µM (doses to about 96.7 µM), without a hit: top-dose activity change, negative = cytotoxicity, most hits filed as inhibitors; 94,000 tested, 4.3% active; AID 1345082; further: potency means the concentration at half of the fitted maximal effect; nearly all actives have a fitted effect of over 55% in size
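Luminescent ATP readout (CellTiter-Glo, 10 min RT) after 48 or 72 hr compound exposure of NIH 3T3 cells seeded at 400 cells/well in 1536-well format; quantitative HTS.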
SNCA expr inh: inhibitors of alpha-synuclein (SNCA) gene expression | HEK-293 SNCA-luciferase knock-in, luminescence, 24 h | Potency, µM (top dose mostly 57.2 µM), without a hit: top-dose activity change, negative = inhibition, actives largely listed as inhibitors | 140,000 tested, 0.17% active | AID 1671194;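 further: potency means the concentration at half of the fitted maximal effect; plate controls were DMSO cells for no effect and cell-free wells for full effect; nearly all actives have a fitted effect of over 45% in size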
HEK293 tox: cytotoxic compounds in HEK 293 cells; HEK 293 viability, ATP luminescence (CellTiter-Glo), 48-72 h; Potency, µM (top dose mostly 115 µM), for inactives: at the top dose activity change, negative = cytotoxicity, usual class: inhibitors; 94,000 tested, 6.6% active; AID 1345083; further: potency means the concentration at half of the fitted maximal effect; nearly all actives have a fitted effect of over 60% in size
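HEK 293 seeded at 250 cells/well receive compound via pintool. After 48 or 72 hr at 37 degree Celsius, 5% CO2 and 95% humidity, CellTiter-Glo is dispensed and luminescence read following 10 min at room temperature.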
IP6K1 inh: blocks human inositol hexakisphosphate kinase 1 | Q92551 | IP6K1 kinase, ADP-Glo luminescence, 2 h; hits give low values | activity change, % (series mostly up to about 58 µM) | 140,000 tested, 0.81% active; in the data active means activity change below about -25%
Target sequence (Q92551 whole entry, looked up): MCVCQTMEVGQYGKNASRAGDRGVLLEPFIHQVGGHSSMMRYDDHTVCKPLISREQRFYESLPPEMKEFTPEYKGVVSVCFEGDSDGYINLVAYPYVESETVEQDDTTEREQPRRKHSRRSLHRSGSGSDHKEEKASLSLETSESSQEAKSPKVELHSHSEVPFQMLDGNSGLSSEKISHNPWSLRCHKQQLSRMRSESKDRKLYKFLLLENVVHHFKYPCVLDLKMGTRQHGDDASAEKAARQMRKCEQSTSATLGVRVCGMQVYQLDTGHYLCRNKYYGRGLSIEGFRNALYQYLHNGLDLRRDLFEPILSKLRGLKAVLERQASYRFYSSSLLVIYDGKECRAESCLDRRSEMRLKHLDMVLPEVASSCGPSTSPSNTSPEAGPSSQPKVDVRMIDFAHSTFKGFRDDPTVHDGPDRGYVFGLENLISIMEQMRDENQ
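ADP-Glo luminescence measures ADP made by human IP6K1 during a 2 h RT reaction with ATP/IP6 (mix at 1.3 mM/130 uM); top library doses 57.5 and 19.1 uM final.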
Luciferase inh: blocks purified firefly luciferase enzyme activity. purified P. pyralis luciferase, luminescence, biochemical. Potency, µM (series often up to 115 µM), for the others: at the highest dose activity change, negative = inhibition, most hits filed as inhibitors. 76,000 tested, 2.5% active. AID 1347043; further: potency means the concentration at half of the fitted maximal effect; nearly all actives have a fitted effect of over 65% in size
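Biochemical qHTS: compound (6-point titration) added to 10uM D-luciferin plus 10uM ATP in Tris acetate pH 7.5 buffer with Mg, Tween-20 and BSA, then purified enzyme at 10nM; light output imaged.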
GPT2 inhibitor: inhibitors of human GPT2 alanine aminotransferase. 100,000 tested, 0.25% active. Q8TD30. Recombinant GPT2, coupled pyruvate oxidase/HRP Amplex Red fluorescence. AID 1671188. Potency, µM (titrated, usually from 57.7 µM), for inactives: top-dose activity change, negative = inhibition, actives largely listed as inhibitors; further: potency means the concentration at half of the fitted maximal effect; nearly all actives have a fitted effect of over 60% in size; many of its hits are not listed in these tables
Target sequence (Q8TD30 whole entry, looked up): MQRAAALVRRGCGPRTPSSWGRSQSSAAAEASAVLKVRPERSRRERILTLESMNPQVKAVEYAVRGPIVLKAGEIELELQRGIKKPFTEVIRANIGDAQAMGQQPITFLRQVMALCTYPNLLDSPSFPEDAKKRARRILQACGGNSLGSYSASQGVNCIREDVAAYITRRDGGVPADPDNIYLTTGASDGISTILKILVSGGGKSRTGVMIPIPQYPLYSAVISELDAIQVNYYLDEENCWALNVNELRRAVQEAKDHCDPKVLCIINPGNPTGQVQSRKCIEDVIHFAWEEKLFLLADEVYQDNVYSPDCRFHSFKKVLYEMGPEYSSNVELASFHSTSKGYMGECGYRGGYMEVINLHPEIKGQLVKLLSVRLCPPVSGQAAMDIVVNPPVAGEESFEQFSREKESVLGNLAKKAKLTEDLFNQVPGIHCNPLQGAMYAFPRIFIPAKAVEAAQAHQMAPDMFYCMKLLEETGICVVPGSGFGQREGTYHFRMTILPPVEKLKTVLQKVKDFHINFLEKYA
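GPT2 10ng/uL, a-KG 250uM, L-Ala 2mM, HEPES pH7.5 + 0.0001% Tween; 30 min RT. Then Amplex mix (PO/HRP/ThPP), 30 min RT dark, fluorescence. AOA 50uM used as positive control.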
Active calls of the source: *; i = inactive; ? = inconclusive; / = no result given; & = joins results of further samples; [ ] = dose if it differs, or a comment. Unless noted, the call rests on the fitted dose curve; in most records, active means well fitted curve in the direction sought with a large enough effect; inconclusive means small, poorly fitted or top-dose-only effect, or another doubt; inactive means no such curve, though single readings can be large; an effect the other way counts as inactive or inconclusive. Unless noted, on the % scale 0 is the no-effect control and ±100 the full control effect.

Compound	HEK293 viab	NIH3T3 tox	SNCA expr inh	HEK293 tox	IP6K1 inh	Luciferase inh	GPT2 inhibitor
CN(Cc1ccccc1C(F)(F)F)Cc1cccn1C	2%&3%[87.6 µM]	-7%&-17%[138 µM]	-10%&18%[87.6 µM]	-21%&-9%[172 µM]	7&15	-6%&-6%[172 µM]	4%[88.5 µM]
COc1ccc(C(=O)N2CCC3(Cc4ccccc4NC3=O)C2)cc1 (centres undefined)	?	-19%[138 µM]	-18%[87.6 µM]	?	9	0%[172 µM]	2%[88.5 µM]
CC(C)C(NC(=O)C1CCC1)C(=O)N1CCN(c2ccccn2)CC1 (centres undefined)	1%	i	1%	-3%	4	7%	i
Cn1ncc2c(C(=O)NCCCc3ccccc3)cc(-c3ccc(Cl)cc3)nc21	4%	?	-22%	?	10	/	4%
COCC1CN(S(=O)(=O)c2ccc3c(c2)OCCO3)CC12CCNCC2 (centres undefined)	-9%	-11%	47%[activator]	-24%	25	7%	-6%
Cc1ccc(C2Cn3nnc(-c4noc(CCc5ccccc5)n4)c3CO2)cc1 (centres undefined)	13%	-2%	0%	-5%	16	7%	i
CC(C)NC(=O)[C@@H]1C[C@@H](NC(=O)c2cnc3c(O)cccn3c2=O)CN1C	?	?	10%	-22%	-12	10%	?
CCS(=O)(=O)N1CC(=O)N(c2cc(C)cc(C)c2)C(C)(C(=O)NC2CCCCC2)C1 (centres undefined)	3%	/	-15%	/	29	/	/
COc1ccc(C(=O)N[C@@H]2CCC[C@@H]2C(=O)NCCc2ccc(OC)c(OC)c2)cc1	-16%	-12%	8%	-14%	4	-9%	1%
CC(=O)c1cccc(NC(=O)c2cc(-c3ccc4c(c3)OCCO4)on2)c1	-3%	/	?	/	1	/	/
O=C(NCc1ccc(F)cc1)c1cc2c(=O)n3ccccc3nc2s1	13%	/	32%[activator]	/	34	/	/
COc1ccccc1-c1ccc(C(=O)N2CCC(C(=O)N3CCC(Cc4ccccc4)CC3)CC2)cc1	-11%[12.5 µM]	22µM*	0%	?	11	/	4%
O=C1CCN(C(=O)[C@@H]2CCCN2C(=O)NCCc2ccccc2)CCCCCCN1	3%	-6%	33%	-1%	-2	-8%	i
CCOCCN1C(=O)COC[C@@H]1[C@H](O)c1ccc(NC(=O)COc2ccccc2)cc1	3%[87.6 µM]	-20%[138 µM]	-13%[87.6 µM]	-27%[172 µM]	5	13%[172 µM]	4%[88.5 µM]
COc1ccc(CN2CCc3nc(N(C)C)[nH]c(=O)c3CC2)cc1Br	-2%	-2%	-2%	0%	13	0%	-1%
O=S(=O)(c1ccc(F)cc1)N1CCCC(Cc2noc(-c3ccccc3)n2)C1 (centres undefined)	12%	?	25%	?	5	?	i
COc1ccc(CNC2(Cc3cc(C(=O)N4CCCCC4)on3)COC2)cc1	-9%[87.6 µM]	-3%[138 µM]	14%[87.6 µM]	-6%[172 µM]	-8	-7%[172 µM]	2%[88.5 µM]
CN1[C@@H](CCC(=O)NCc2cccnc2)CNC(=O)[C@@H]2[C@H]1CCN2C1CCCCC1	1%[87.6 µM]	-2%[138 µM]	-16%[87.6 µM]	4%[172 µM]	-1	-10%[172 µM]	-8%[88.5 µM]
COCc1noc([C@@H]2CN(Cc3ccncc3F)C[C@H]2COC)n1	7%	-6%	5%	-8%	11	0%	?
CN(CCc1ccccc1)Cc1cc(C(=O)N2CCOc3ccccc3C2)no1	5%	?	10%	?	4	5%	i

Compound	HEK293 viab	NIH3T3 tox	SNCA expr inh	HEK293 tox	IP6K1 inh	Luciferase inh	GPT2 inhibitor
COc1ccccc1/C=C/CN1CCNC(=O)C1CC(=O)N(C)Cc1ccc(C)cc1 (centres undefined)	-5%	-7%	9%	-6%	8	-8%	-1%
COc1ccccc1-c1nc(N2CCOCC2)cc2c1CN(Cc1cnn(C)c1)C2=O	2%[87.6 µM]	25µM*	4%[87.6 µM]	-12%[172 µM]	23	1%[172 µM]	-8%[88.5 µM]
COc1ccccc1-c1cccc(CN2CCCC(C(=O)NCC(F)F)C2)c1 (centres undefined)	?	?	-12%	40µM*	-13	/	-5%
O=C1CCN(S(=O)(=O)c2ccccc2)CCCC(C(=O)NCc2ccc(F)cc2)CCN1 (centres undefined)	-4%	i	3%	i	4	1%	3%
Cc1cnc(C2CC2)n1C1CCN(S(=O)(=O)c2ccc3c(c2)OCCO3)CC1	-1%	?	-5%	?	17	/	i
CC1(C)N=C(c2ccccc2)C(=O)N1CC(=O)N1CCN(c2ccccc2F)CC1	5%[12.5 µM]	1%	-30%	-14%	15	5%	i
CCCOc1ccc(CNC(=O)c2oc3ccc4c(c3c2C)C(=O)CC(C)(CC)O4)cc1 (centres undefined)	-3%	/	187%[activator]	/	20	/	/
CCn1c(-c2ccccc2)nn(CC(=O)NCCc2ccc(C)o2)c1=O	2%	-2%	9%	-20%	18	2%	2%
CCOc1ccc(NC(=O)CC2C(=O)N(c3ccc(C)cc3)C(=O)N2Cc2ccc(OC)cc2)cc1 (centres undefined)	-9%	/	-9%	/	-14	/	/
CSCC(=O)N[C@@H]1CN(Cc2cccnc2)C[C@H]1CN(C)C	-4%	-9%	0%	-27%	21	15%	i
CN(C)C1CCCN(C(=O)c2csc3c2CCCC3)CC1 (centres undefined)	-13%	-19%	2%	-3%	7	-3%	0%
C=CCNC(=O)c1cnn2c1CN(C(=O)c1cccnc1)CC2	2%	-11%	5%	i	4	/	i
Cc1nn(C(=O)c2cccc(F)c2)c(C)c1S(=O)(=O)N1CCCCCC1	4%	/	29%	/	-4	/	/
COCCNC(=O)c1nc(-c2ccc([S+](C)(=O)[O-])cc2)c2ccccn12	8%	-24%	-19%	?	16	-10%	i
Cc1nnc2ccc(N3CCN(C(=O)c4ccccn4)CC3)nn12	/	-13%[138 µM]	/	-8%[172 µM]	8	/	/
CCc1ocnc1C(=O)N1C[C@H]2OC(=O)N(CCCN3CCOCC3)[C@H]2C1	7%	i	15%	-3%	-72*	-6%	2%
COc1ccc(C(=O)N2CCCC(c3nc(-c4cccnc4)no3)CCNC(=O)CC2)cn1 (centres undefined)	-1%	-4%	-8%	i	9	-3%	i
Cc1cn(C)c(CC(=O)NCc2ccc(F)cc2)c1C(=O)O	-1%	/	-3%	/	0	/	/
CCC(O)c1cc2n(n1)CCN(c1nc(-c3ccccc3)nc3c1CCC3)C2 (centres undefined)	-1%	?	12%	?	-9	-4%	1%
COc1ccc(C(=O)NC(C(=O)N2CCCCC2)C2CCN(C(=O)C3CC3)CC2)cc1 (centres undefined)	?	4%	-11%	-6%	26	-9%	i

Reprinted at random: two compounds from above
Compound	HEK293 viab	NIH3T3 tox	SNCA expr inh	HEK293 tox	IP6K1 inh	Luciferase inh	GPT2 inhibitor
COCC1CN(S(=O)(=O)c2ccc3c(c2)OCCO3)CC12CCNCC2 (centres undefined)	-9%	-11%	47%[activator]	-24%	25	7%	-6%
COc1ccc(C(=O)N[C@@H]2CCC[C@@H]2C(=O)NCCc2ccc(OC)c(OC)c2)cc1	-16%	-12%	8%	-14%	4	-9%	1%

(further entries)
Assay codes: A = HEK293 viab; B = NIH3T3 tox; C = SNCA expr inh; D = HEK293 tox; E = IP6K1 inh; F = Luciferase inh; G = GPT2 inhibitor
> CN(C)c1ccc(-c2noc(C3CC(=O)N(c4ccc5c(c4)OCCO5)C3)n2)cc1 (centres undefined)
  A = -5%; B = /; C = 3%; D = /; E = -9; F = /; G = /

> COc1ccc(CNS(=O)(=O)c2cc3c4c(c2)CCN4C(=O)CC3)cc1
  A = 5%; B = /; C = -20%; D = /; E = -17; F = /; G = /

> Cc1cc(C)c(S(=O)(=O)NCCc2sc3nc(-c4ccc(F)cc4)nn3c2C)c(C)c1
  A = ?; B = /; C = 33%[activator]; D = /; E = 3; F = /; G = /

> CC(C)NC(=O)NC[C@H]1O[C@@H]2C[C@@H](CC(=O)N3CCOCC3)O[C@@H]2[C@@H]1O
  A = -15%[87.6 µM]; B = i; C = 8%[87.6 µM]; D = -9%[172 µM]; E = -2; F = 0%[172 µM]; G = i

> O=C1Nc2ccc(-c3cccc(C(F)(F)F)c3)cc2C(=O)N2CCN(C(=O)C3CCNCC3)C[C@H]12
  A = 3%; B = -21%; C = -20%; D = -14%; E = 14; F = 5%; G = -3%

> COc1ccc(CCC(=O)N2CCOc3ccc(N4CCCC4)cc3C2)cc1
  A = -14%; B = ?; C = ?; D = ?; E = 8; F = /; G = 3.2µM*

> CCOc1ccccc1C1NC(=O)N(CC(=O)Nc2cccc(OC)c2)C2=C1C(=O)OC2 (centres undefined)
  A = 8%; B = -21%; C = 19%; D = -26%; E = -14; F = -14%; G = i

> CCOCCCn1c(SCC(=O)Nc2ccc(OC)cc2OC)nc2ccccc2c1=O
  A = -8%; B = /; C = 12%; D = /; E = 19; F = /; G = /

> O=C(c1cc(C2CC2)[nH]n1)N1CCC2(CC1)NC(=O)N(c1cccc(F)c1)N2
  A = 0%; B = ?; C = 7%; D = ?; E = 12; F = 11%; G = ?

> Cc1ccc(NC(=O)Nc2nnc(N(C)Cc3ccccc3)s2)cc1
  A = 0%; B = /; C = ?; D = /; E = -7; F = /; G = /

Three compounds out of the list, sorted by heavy-atom count, rising:
Assay codes: A = HEK293 viab; B = NIH3T3 tox; C = SNCA expr inh; D = HEK293 tox; E = IP6K1 inh; F = Luciferase inh; G = GPT2 inhibitor
> COc1ccc(CCC(=O)N2CCOc3ccc(N4CCCC4)cc3C2)cc1
  A = -14%; B = ?; C = ?; D = ?; E = 8; F = /; G = 3.2µM*

> CN(C)c1ccc(-c2noc(C3CC(=O)N(c4ccc5c(c4)OCCO5)C3)n2)cc1 (centres undefined)
  A = -5%; B = /; C = 3%; D = /; E = -9; F = /; G = /

> CCOCCCn1c(SCC(=O)Nc2ccc(OC)cc2OC)nc2ccccc2c1=O
  A = -8%; B = /; C = 12%; D = /; E = 19; F = /; G = /

Limited to NIH3T3 tox, for some of the entries so far:
molecule | NIH3T3 tox
CCOCCN1C(=O)COC[C@@H]1[C@H](O)c1ccc(NC(=O)COc2ccccc2)cc1 | -20%[138 µM]
COc1ccc(CN2CCc3nc(N(C)C)[nH]c(=O)c3CC2)cc1Br | -2%

High-throughput results as filed in PubChem BioAssay.

This is a random part of the collection. Share with any hit: about 7.7%.
